Assay outcomes as filed in PubChem.
DNMT1 block: human DNMT1 methyltransferase inhibitors, primary screen, biochemical, molecular beacon, fluorescence, HinP1I cleavage, uHTS | DNA (cytosine-5)-methyltransferase 1 (Homo sapiens), P26358 | AID 588458, 2011 | actives 0.83% (n = 360,000) | inhibition (reported as % activation of signal), % at 10 µM; in the data active means inhibition above about 50%
LMPTP inh: LMPTP phosphatase inhibitors, primary screen, biochemical, fluorescence intensity, uHTS; inhibition, % at 20 µM; recombinant LMPTP-A, OMFP fluorogenic substrate; actives 0.22% (n = 360,000); AID 651560, 2012;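 active means compounds that cut the enzyme signal by at least half of the control window in the single-dose screen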;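 further: plate controls were DMSO wells with enzyme plus substrate for no effect and substrate without enzyme for full effect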
Target sequence (P24666 whole entry, looked up): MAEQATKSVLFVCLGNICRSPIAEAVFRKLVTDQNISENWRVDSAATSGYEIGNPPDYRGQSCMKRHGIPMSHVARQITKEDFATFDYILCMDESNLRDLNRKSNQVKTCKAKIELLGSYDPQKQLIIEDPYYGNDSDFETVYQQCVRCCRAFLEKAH
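test system = LMPTP-A | amount = 0.625 nM LMPTP-A final | reagent = fluorogenic phosphatase substrate OMFP at 400 µM final | incubation = 50 min at room temperature | benchmarks = no-enzyme low control, uninhibited high control | medium = Bis-Tris pH 6.0, DTT, detergent | signal = fluorescence intensity of OMFP turnover product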
STEP inh: STEP phosphatase inhibitors, primary screen, biochemical, fluorescence intensity, uHTS. inhibition, % at 20 µM. Tyrosine-protein phosphatase non-receptor type 5 (Homo sapiens), P54829. actives 0.25% (n = 360,000). recombinant STEP, OMFP fluorogenic substrate;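 active means inhibition at 20 µM, scaled per plate between control wells, above about 37%, limit read from the data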;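 further: 0% = DMSO with enzyme and substrate and 100% = substrate only without enzyme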
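Also added – OMFP at 25 µM · Test system – STEP tyrosine phosphatase · Technique – FITC-channel fluorescence of OMFP product · Schedule – 20 min at room temperature, dark · Evaluation – control-normalized % inhibition with plate pattern correction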
NadD block: inhibitors of S. aureus NadD, primary screen, biochemical, colorimetric, uHTS. actives 0.78% (n = 360,000). purified NadD enzyme, colorimetric absorbance read-out. Nicotinate-nucleotide adenylyltransferase NadD (Staphylococcus aureus N315). inhibition, % at 20 µM; in the data active means inhibition above about 26%; further: some compounds past the cut are filed as inactive
Rpn11 inh: Rpn11 (PSMD14) deubiquitinase inhibitors, primary screen, biochemical, fluorescence polarization, uHTS | human 26S proteasome, Ub4-pepOG fluorescence polarization; 20S core pre-blocked with epoxomicin | 26S proteasome non-ATPase regulatory subunit 14 (Homo sapiens), O00487 | actives 0.59% (n = 360,000) | calls only at 20 µM;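 active means inhibition at 20 µM, scaled to each plate's controls, above about 33%, limit read from the data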
Target sequence (O00487 whole entry, looked up): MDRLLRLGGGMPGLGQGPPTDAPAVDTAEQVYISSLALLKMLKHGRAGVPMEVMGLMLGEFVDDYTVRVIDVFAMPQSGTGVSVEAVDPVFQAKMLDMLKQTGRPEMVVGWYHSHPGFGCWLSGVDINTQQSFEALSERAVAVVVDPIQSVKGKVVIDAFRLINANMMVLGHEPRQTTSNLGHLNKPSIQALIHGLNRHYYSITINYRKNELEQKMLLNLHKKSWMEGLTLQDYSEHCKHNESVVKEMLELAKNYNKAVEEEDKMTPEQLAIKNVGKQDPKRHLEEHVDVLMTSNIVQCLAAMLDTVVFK
CSN deneddyl inh: inhibitors of CSN-mediated cullin deneddylation, primary screen, biochemical, fluorescence polarization, uHTS | AID 651999, 2013 | inhibition, % at 12.5 µM | COP9 signalosome complex subunit 5 (Homo sapiens), Q92905 | actives 0.38% (n = 360,000) | Purified CSN, SCF-Nedd8-OG deneddylation;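 active means pattern-corrected inhibition above about 35%, with an unprinted fluorescence ratio check between 0.5 and 1.5, limit read from the data, passing the limit was not always enough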;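 further: 0% = enzyme with substrate and 100% = substrate without enzyme; some results filed as inactive read as strong as hits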
Target sequence (Q92905 whole entry, looked up, one chain of several): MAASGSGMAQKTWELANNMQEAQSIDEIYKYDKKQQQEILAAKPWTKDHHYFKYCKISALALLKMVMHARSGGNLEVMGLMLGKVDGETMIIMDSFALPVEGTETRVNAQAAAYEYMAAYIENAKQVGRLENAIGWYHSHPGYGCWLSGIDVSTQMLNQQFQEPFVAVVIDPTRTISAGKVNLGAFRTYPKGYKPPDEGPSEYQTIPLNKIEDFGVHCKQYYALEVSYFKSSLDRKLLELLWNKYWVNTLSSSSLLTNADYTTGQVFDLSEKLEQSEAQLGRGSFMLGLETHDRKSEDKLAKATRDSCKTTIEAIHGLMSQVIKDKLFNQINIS
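Assay system: Purified human Csn5 enzyme expressed in HEK293T cells | Amount: Enzyme 0.24 nM | Measured by: Fluorescence polarization readout | Medium: Tris/NaCl/DTT buffer, pH 7.5 | Compound dosing: One concentration, 12.5 µM, 0.25% DMSO | Times: 90 min incubation of compound, enzyme and substrate at room temperature | Control set: no-enzyme wells high, enzyme-with-substrate wells low | Read-out: % inhibition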
SUMO1-SIM PPI: modulators of SUMO1 protein-protein interactions, primary screen, biochemical, uHTS. inhibition, % at 20 µM. actives 0.33% (n = 360,000). SUMO1 binding to a labelled peptide, TR-FRET, 1 h; in the data active means inhibition above about 37%
Scp1 inh: Scp-1 phosphatase inhibitors, primary screen, biochemical, colorimetric, uHTS. actives 0.88% (n = 340,000). Carboxy-terminal domain RNA polymerase II polypeptide A small phosphatase 1 (Homo …. Recombinant Scp1, phosphopeptide, malachite green phosphate absorbance. inhibition, % at 20 µM;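 active means inhibition above about 50% at 20 µM, limit read from the data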;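 further: plate controls were DMSO wells with enzyme for no effect and wells lacking enzyme for full effect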
Target sequence (Q9GZU7 76-261 limits assumed): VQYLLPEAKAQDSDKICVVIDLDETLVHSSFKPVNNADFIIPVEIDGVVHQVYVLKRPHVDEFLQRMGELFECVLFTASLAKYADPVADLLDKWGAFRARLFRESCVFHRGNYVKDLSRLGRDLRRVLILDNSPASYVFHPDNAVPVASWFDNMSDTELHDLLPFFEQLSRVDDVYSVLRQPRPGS
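Times: enzyme reaction 45 min at room temperature, colour 5 min, stabilisation 30 min. Material: SCP-1 catalytic fragment, aa 76-261. Medium: Acidic Tris acetate buffer with magnesium and detergent. Signal: colorimetric free-phosphate detection, absorbance 630 nm. Read-out basis: % inhibition of SCP-1 phosphate liberation. Reagent: Phosphorylated 17-residue peptide substrate.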
Neddylation inh: inhibitors of cullin neddylation, primary screen, biochemical, TR-FRET, uHTS, NAE and Ubc12. calls only at 25 µM. actives 0.58% (n = 360,000). NEDD8-conjugating enzyme Ubc12 (Homo sapiens) + NEDD8-activating enzyme E1 regulatory …; in the data active means inhibition above about 36%
Rin1 Abl inh: inhibitors of Rin1-Abl protein binding, primary screen, biochemical, TR-FRET | Tyrosine-protein kinase ABL1 (Homo sapiens) + Ras and Rab interactor 1 (Homo sapiens), … | inhibition, % at 7.35 µM | actives 0.4% (n = 360,000) | AID 588664, 2011; in the data active means inhibition above about 5%, passing the limit was not always enough
Numbers without * were called inactive; i = inactive; x = no result given; + = active, no number.

SMILES	DNMT1 block	Neddylation inh	Rpn11 inh	SUMO1-SIM PPI	Rin1 Abl inh	NadD block	Scp1 inh	STEP inh	CSN deneddyl inh	LMPTP inh
O=C(NNS(=O)(=O)c1ccc(F)cc1)c1ccc(S(=O)(=O)N2CCCCC2)cc1	-5	i	i	7	3	3	-8	-3	-8	-1.5
COc1ccc(C2CC(c3ccccc3)Nc3nc(NS(C)(=O)=O)nn32)cc1 (stereo not drawn)	1	i	i	-5	-2	-2	1	2	0	0.0
COc1ccc([N+](=O)[O-])c(OC)c1C(=O)Nc1ccc(F)cc1F	0	i	i	-5	1	1	4	-1	-2	-0.4
CC1(C(=O)NS(=O)(=O)c2ccc(F)cc2F)CCN1C(=O)c1ccccc1CCc1ccccc1 (stereo not drawn)	7	i	i	-1	-1	6	x	2	1	-0.2
O=C(COC(=O)c1ccc([N+](=O)[O-])o1)Nc1cccc(S(=O)(=O)N2CCOCC2)c1	-13	i	i	-5	-1	0	-6	-5	0	-2.7
Cn1c(CN2CCN(C(=O)c3ccc(F)cc3)CC2)nc2cc([N+](=O)[O-])ccc21	-1	i	i	-13	2	1	1	-1	0	-0.4
CC1CCN(c2nc(N(C)c3ccccc3)nc(N)c2[N+](=O)[O-])CC1	4	i	i	-1	0	1	4	3	8	2.5
O=C(CCCCCn1c(=O)[nH]c2ccccc2c1=O)NCCc1c[nH]c2ccccc12	-7	i	i	1	2	5	-11	7	-1	-0.9

Single entries from the entries so far:
Under LMPTP inh, O=C(CCCCCn1c(=O)[nH]c2ccccc2c1=O)NCCc1c[nH]c2ccccc12 is entered as -0.9
Under DNMT1 block, COc1ccc([N+](=O)[O-])c(OC)c1C(=O)Nc1ccc(F)cc1F is entered as 0

Some of the entries so far, with each value named.
CC1CCN(c2nc(N(C)c3ccccc3)nc(N)c2[N+](=O)[O-])CC1
  DNMT1 block: 4
  Neddylation inh: i
  Rpn11 inh: i
  SUMO1-SIM PPI: -1
  Rin1 Abl inh: 0
  NadD block: 1
  Scp1 inh: 4
  STEP inh: 3
  CSN deneddyl inh: 8
  LMPTP inh: 2.5

O=C(NNS(=O)(=O)c1ccc(F)cc1)c1ccc(S(=O)(=O)N2CCCCC2)cc1
  DNMT1 block: -5
  Neddylation inh: i
  Rpn11 inh: i
  SUMO1-SIM PPI: 7
  Rin1 Abl inh: 3
  NadD block: 3
  Scp1 inh: -8
  STEP inh: -3
  CSN deneddyl inh: -8
  LMPTP inh: -1.5

Cn1c(CN2CCN(C(=O)c3ccc(F)cc3)CC2)nc2cc([N+](=O)[O-])ccc21
  DNMT1 block: -1
  Neddylation inh: i
  Rpn11 inh: i
  SUMO1-SIM PPI: -13
  Rin1 Abl inh: 2
  NadD block: 1
  Scp1 inh: 1
  STEP inh: -1
  CSN deneddyl inh: 0
  LMPTP inh: -0.4

O=C(COC(=O)c1ccc([N+](=O)[O-])o1)Nc1cccc(S(=O)(=O)N2CCOCC2)c1
  DNMT1 block: -13
  Neddylation inh: i
  Rpn11 inh: i
  SUMO1-SIM PPI: -5
  Rin1 Abl inh: -1
  NadD block: 0
  Scp1 inh: -6
  STEP inh: -5
  CSN deneddyl inh: 0
  LMPTP inh: -2.7

The results go on.
SMILES	DNMT1 block	Neddylation inh	Rpn11 inh	SUMO1-SIM PPI	Rin1 Abl inh	NadD block	Scp1 inh	STEP inh	CSN deneddyl inh	LMPTP inh
CC1(C)O[C@@H]1COc1c2ccoc2cc2oc(=O)ccc12	4	i	i	-4	-2	-5	-5	-2	3	-1.3
S=C(NCCSCc1ccc(Cl)cc1)Nc1ccccc1	5	i	i	2	5	1	6	-1	4	0.7
COc1ccc(-c2oc3c(c2C#CC2(O)CCCCC2)C(OC)CCC3)cc1 (stereo not drawn)	x	x	x	-1	x	-5	x	x	-5	1.3
Cc1nc(N2CCN(Cc3ccc4c(c3)OCO4)CC2)[nH]c(=O)c1C	-1	i	i	-5	2	-1	-7	-1	4	-1.3
N#Cc1ccccc1N=C1CCCN1Cc1ccccc1	5	i	i	0	-2	1	0	1	-1	-0.3
CCc1nc2ccc(C(=O)NCCCn3ccnc3)cn2c1N(CC)CCOC	6	i	i	-1	0	3	x	3	-4	-2.6
C=CC[C@H](CC(=O)OC(C)(C)C)C(=O)OC[C@@H]1CCCN1C(=O)[C@@H](CC=C)CC(=O)NCCO	9	i	i	-3	-3	-4	-14	-2	-4	-1.8
O=C(CN1CCOCC1)Nc1nc(-c2ccccc2)cs1	-3	i	i	-2	0	-4	-9	0	-2	1.7
Cc1ccc(CCNC(=O)C2=CCN(S(=O)(=O)c3ccccc3)CC2)cc1	-3	i	i	-5	0	-5	-6	1	5	1.4
Fc1ccc(CN2CCCN(Cc3nc(-c4ccc5c(c4)OCO5)no3)CC2)cc1	-1	i	i	-4	2	-6	-9	0	4	-2.8
O=C(CSc1nc2ccc([N+](=O)[O-])cc2[nH]1)NCCc1ccccc1	0	i	i	-19	1	-7	-3	1	-3	0.6
COc1ccc(NC(=O)c2ccc(S(=O)(=O)N3CCCCC3)cc2)cc1OC	0	i	i	3	3	-4	-7	0	-2	-0.3
CCN(Cc1nc2cc(Cl)ccc2c(=O)[nH]1)C(=O)c1cc(C2CC2)nn1-c1ccccc1	1	i	i	5	0	6	1	-2	-7	2.4
CCN1C(=O)[C@H]2[C@@H](c3ccc(C)cc3)N3C(=O)N(c4ccc(OC)cc4)C(=O)[C@@]3(Cc3ccc(Cl)cc3)[C@H]2C1=O	34	i	i	6	1	5	-3	0	-7	1.0
O=C1CC(NS(=O)(=O)c2ccccc2)CN1c1ccc2c(c1)OCCO2 (stereo not drawn)	0	i	i	-5	-1	-7	-9	-4	-7	-0.9
CCCn1c(SC/C(O)=C(\C#N)c2nc3ccccc3[nH]2)n[nH]c1=O	-20	i	+	10	3	2	-5	-3	9	-1.2
COc1ccc(Nc2nc(NCCN3CCOCC3)nc(Nc3ccc(OC)cc3)n2)cc1	-2	i	i	-1	2	-4	-16	1	2	0.5
O=C(NCc1ccccc1F)C1CCCN1C(=O)Nc1ccccc1 (stereo not drawn)	3	i	i	1	-3	-3	-6	0	0	-2.0
CN(CCOCCOc1ccc(F)cc1)Cc1ccccc1	-1	i	i	-3	4	6	6	0	0	-1.0
COc1ccc(-c2nc3ccc(Br)cn3c2Cc2ccsc2)cc1OC	-26	i	i	8	2	2	x	-2	1	1.3
COc1cccc(CN2CCN(CC#Cc3ccccc3)CC2CCO)c1 (stereo not drawn)	-1	i	i	-2	1	-6	4	-1	0	-0.4
Cc1ccc(C)c(N(C(=O)CNC(=O)c2ccco2)C(C(=O)NC2CCCC2)c2ccncc2)c1 (stereo not drawn)	2	i	i	5	1	0	-5	-1	1	-0.3
CC(C)Oc1cccc(C(=O)C2CCCN(C(=O)CCn3cnnn3)C2)c1 (stereo not drawn)	-1	i	i	0	-3	-1	-10	-8	-4	-1.0
Cc1ccc(NC(=S)NCCN2CCOCC2)cc1C	2	i	i	3	-4	-5	-9	-1	1	-3.4

Rpn11 inh, hit marks shown above.
| smiles | DNMT1 block | Neddylation inh | Rpn11 inh | SUMO1-SIM PPI | Rin1 Abl inh | NadD block | Scp1 inh | CSN deneddyl inh | LMPTP inh |
| --- | --- | --- | --- | --- | --- | --- | --- | --- | --- |
| CCCn1c(SC/C(O)=C(\C#N)c2nc3ccccc3[nH]2)n[nH]c1=O | -20 | i | + | 10 | 3 | 2 | -5 | 9 | -1.2 |

Next part
SMILES	DNMT1 block	Neddylation inh	Rpn11 inh	SUMO1-SIM PPI	Rin1 Abl inh	NadD block	Scp1 inh	STEP inh	CSN deneddyl inh	LMPTP inh
Cc1nnc(NC(=O)c2c(F)c(F)c(F)c(F)c2F)s1	1	i	i	-1	-1	-1	-8	0	-5	-1.9
C=CCn1c(-c2cccnc2Cl)nc2cc(Cl)c(Cl)cc21	-8	i	i	1	5	-3	-3	12	0	0.7
Nc1ccc(C(=O)N2CCN(S(=O)(=O)c3ccc4c(c3)OCCCO4)CC2)cc1[N+](=O)[O-]	-3	i	i	-23	-1	-6	-1	-2	-2	0.1
NC(N)=N/N=C/c1cccc([N+](=O)[O-])c1O	0	i	i	-26	-6	0	-1	-1	-2	1.1
COc1ccc([N+](=O)[O-])cc1NC(=O)Nc1ccccc1	-13	i	i	-22	-2	-6	-15	-4	-1	-0.1
O=C(CN1CCN(c2ccccn2)CC1)N1CC(O)CO1 (stereo not drawn)	-2	i	i	2	1	-4	-6	-1	-4	0.3
NC(=O)c1ccccc1N=Cc1ccccn1	0	i	i	-2	-1	4	-5	-1	0	-0.6
Cc1ccccc1NC(=O)c1cccc(N2C(=O)C3CCC(C)CC3C2=O)c1 (stereo not drawn)	1	i	i	0	3	-6	-5	-2	-3	-0.3
Cc1ccc(S(=O)(=O)NC(C)(C)C)cc1C(=O)OCC(=O)N1CCCC1=O	0	i	i	-2	4	1	-2	1	-4	-0.2
COc1ccc(C2=NOC(Cn3nc(-c4ccccc4C)cc3C(=O)O)C2)cc1 (stereo not drawn)	5	i	i	6	1	-3	-6	-3	2	-2.8
CCOc1ccccc1Nc1nnc(SCC(=O)NC2CCS(=O)(=O)C2)s1 (stereo not drawn)	3	i	i	11	0	4	-7	-6	-4	-1.5
Nc1c(-c2ccc(Cl)cc2)cnc2c(-c3ccccc3)cnn12	-1	i	i	-6	-1	-2	-3	-2	5	-1.3
Cc1csc(=O)n1CCC(=O)O	3	i	i	-4	1	2	3	1	2	-1.2
O=C(Cn1c(NCCO)nc2ccccc21)Nc1ccc2c(c1)OCCCO2	2	i	i	-1	4	-4	10	-2	5	3.5
Cc1cc(NC(=O)COC(=O)c2nccnc2N)n(-c2ccccc2)n1	2	+	i	-16	-4	-4	-7	-2	-7	-0.4
COC(=O)Cc1cc(=O)[nH]c(/N=C(\N)Nc2ccc(C(C)C)cc2)n1	-3	i	i	3	1	-2	-7	3	1	-1.0
CCCSc1nc2c([nH]1)c(=O)n(C)c(=S)n2C	20	i	i	3	1	1	-8	-1	2	-0.7

Not a hit list (roughly 3.8% active in at least one column).
